VLA-4 inh: inhibition in a human VLA-4 binding assay; VLA-4 expressing cells, ligand binding flow cytometry; inhibition, % (about 7 µM as worked out from the volumes in the protocol); 330,000 compounds, 0.2% hits; AID 2557; in the data active = inhibition above about 50%
MEX-5 binding: C. elegans MEX-5 TCR-2 RNA binding activity; Q9XUB2; MEX-5/FITC-TCR2 RNA binding, fluorescence polarization; hits give low values; activity score (negative = inhibition of binding), % at 10 µM; 300,000 compounds, 0.38% hits; AID 1832;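 active = inhibition past about -25% in most replicates, and total fluorescence under double the plate's negative control median, limit read from the data; inconclusive = replicates evenly split on the limit, or fluorescence at least double controls; inactive = too little inhibition in most replicates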;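 also: 0% = DMSO and -100% = 5 µM competing unlabeled TCR2 RNA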
Target sequence (Q9XUB2 whole entry, looked up): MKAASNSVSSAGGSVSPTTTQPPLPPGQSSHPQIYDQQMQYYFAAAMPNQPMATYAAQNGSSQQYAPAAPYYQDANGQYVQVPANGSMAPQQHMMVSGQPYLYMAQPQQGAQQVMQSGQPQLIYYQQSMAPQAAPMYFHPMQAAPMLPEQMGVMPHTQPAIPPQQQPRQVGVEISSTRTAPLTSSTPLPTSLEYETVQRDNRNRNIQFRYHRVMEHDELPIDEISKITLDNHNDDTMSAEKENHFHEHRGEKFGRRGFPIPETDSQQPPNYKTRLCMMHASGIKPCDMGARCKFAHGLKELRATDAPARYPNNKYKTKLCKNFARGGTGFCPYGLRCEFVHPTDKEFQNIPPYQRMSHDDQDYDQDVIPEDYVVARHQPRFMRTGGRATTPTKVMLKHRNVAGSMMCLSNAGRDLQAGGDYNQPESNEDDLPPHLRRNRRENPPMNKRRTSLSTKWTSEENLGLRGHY
GLD-1 TGE inh: GLD-1-TGE RNA interaction inhibition (C. elegans); Q17339; purified GLD-1 + fluorescein TGE RNA, fluorescence polarization; inhibition, % at 5.96 µM; 320,000 compounds, 0.44% hits; AID 2280;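 active = percent inhibition above a per-plate cutoff, the plate mean of test compounds plus 3 SD, cut at about 30% in these data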;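 also: 0% = DMSO wells with GLD-1 and probe and 100% = wells lacking GLD-1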
MCL1-BIM inh: inhibitors of human MCL1 binding to BIM-BH3 peptide; Q07820; GST-MCL1 / FITC-Bim-BH3 fluorescence polarization; inhibition, % at 10.9 µM; 320,000 compounds, 0.68% hits;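 active = inhibition above the mean inhibition of all tested compounds plus 3 SD, set per campaign, cut at about 40% in these data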;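 also: 0% = DMSO wells and 100% = unlabeled Bim-BH3 peptide control; higher means more loss of mP so more displacement of Bim peptide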
Target sequence (Q07820 whole entry, looked up): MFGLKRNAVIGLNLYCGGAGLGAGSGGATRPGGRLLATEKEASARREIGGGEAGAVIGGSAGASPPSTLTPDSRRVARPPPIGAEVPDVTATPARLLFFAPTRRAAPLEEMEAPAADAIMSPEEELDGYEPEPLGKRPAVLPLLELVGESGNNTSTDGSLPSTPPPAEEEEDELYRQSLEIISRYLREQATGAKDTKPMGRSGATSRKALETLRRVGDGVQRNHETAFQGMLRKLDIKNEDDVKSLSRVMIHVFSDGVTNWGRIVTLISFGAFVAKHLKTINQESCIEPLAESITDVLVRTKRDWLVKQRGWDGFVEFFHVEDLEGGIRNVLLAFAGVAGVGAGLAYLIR
CIT2 TOR yeast: alters CIT2-GFP fluorescence in TOR pathway yeast screen; S. cerevisiae CIT2-GFP strain, flow cytometry, 3 h; 100 means same as DMSO wells; GFP response vs DMSO, % at 10 µM; 320,000 compounds, 0.065% hits;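 active = GFP response relative to DMSO above a set limit, near the screen mean plus 3 SD, cut at about 150% in these data; inconclusive = Fewer than 70 cells measured for a yeast strain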;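 also: ratio of well median GFP fluorescence to mean of DMSO wells on the plate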
AGP1 TOR yeast: yeast TOR pathway AGP1-GFP modulation. S. cerevisiae AGP1-GFP multiplex flow cytometry, 3 h; GFP as percent of DMSO wells. 320,000 compounds, 0.02% hits. GFP response vs DMSO, % at 10 µM. AID 2066;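 active = GFP response relative to DMSO above a set limit, near screen average plus 3 SD, cut at about 150% in these data; inconclusive = fewer than 70 cells counted for the yeast strain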;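 also: median GFP channel fluorescence of the gated AGP1 strain per well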
Bcl-xL primary: inhibitors of human Bcl-xL; 320,000 compounds, 0.7% hits; GST-Bcl-xL / FITC-Bim BH3 peptide fluorescence polarization; AID 2129; Q07817; inhibition, % at 10.9 µM;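 active = inhibition above the mean of all tested compounds plus 3 SD, cutoff set per campaign, cut at about 30% in these data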;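 also: 0% = DMSO wells and 100% = unlabeled Bim-BH3 peptide competitor; inhibitors lower millipolarization by displacing the labeled peptide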
Target sequence (Q07817 whole entry, looked up): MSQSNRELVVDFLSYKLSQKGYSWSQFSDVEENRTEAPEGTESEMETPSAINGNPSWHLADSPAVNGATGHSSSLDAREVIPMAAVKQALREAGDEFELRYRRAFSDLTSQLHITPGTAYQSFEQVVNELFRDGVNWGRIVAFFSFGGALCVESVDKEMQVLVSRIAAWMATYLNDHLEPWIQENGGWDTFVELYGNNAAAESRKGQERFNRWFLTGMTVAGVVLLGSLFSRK
GRK2 inh: human GRK2 inhibition via aptamer displacement | P25098 | bead flow cytometry, FAM-aptamer displacement from GRK2 | inhibition of aptamer binding, % at 10 µM | 330,000 compounds, 0.59% hits | AID 488847;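 active = inhibition of aptamer binding above 40%, roughly 3 SD of noise, on plates passing a quality check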;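 also: median bead fluorescence of bound FAM aptamer so fluorescent compounds give negative values; no value below 0 was filed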
Fam108B inh: blocks mouse Fam108B hydrolase in RBBP9 counter-screen; 300,000 compounds, 0.33% hits; inhibition, % at 9.51 µM; recombinant Fam108B, FP-Rh probe fluorescence polarization; AID 1947;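 active = inhibition above the screen mean inhibition plus 3 SD, computed separately per campaign, cut at about 18% in these data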;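 also: inhibitors lower polarization as less probe binds the enzyme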
An asterisk follows results filed as active; ? = inconclusive; . = no result given; [ ] = dose if it differs, or a comment.

SMILES	VLA-4 inh	MEX-5 binding	GLD-1 TGE inh	MCL1-BIM inh	CIT2 TOR yeast	AGP1 TOR yeast	Bcl-xL primary	GRK2 inh	Fam108B inh
O=C(NN=C(c1ccccc1)c1ccccn1)c1ccccc1	0	.	-2	.	91	94	.	1	.
Cc1nc(C)c(-c2csc(Nc3ccc(S(N)(=O)=O)cc3)n2)s1	4	-3.6	.	.	103	100	.	1	.
Cc1cccc(NC(=O)c2cc(-c3cccnc3)nc3c(C)cccc23)n1	16	-0.9	-2	3	93	95	1	0	2
O=c1c2cc(Br)ccc2[nH]c(=S)n1Cc1cccnc1	-12	1.1	2	-7	102	97	-1	0	-10
O=C(Cc1cccs1)Nc1cccnc1	-1	0.8	5	4	105	103	5	0	3
COc1ccc(CNC(=O)[C@H](C)NC(=O)C2CCN(S(=O)(=O)c3ccc(C)cc3)CC2)cc1	8	1.6	-1	3	105	102	-1	1	3
COc1cccc(C2/C(=C(/O)c3cnn(-c4ccccc4)c3C)C(=O)C(=O)N2CCN(C)C)c1 (centres undefined)	2	4.0	-5	13	103	105	5	3	-3
Cc1ccc(Cn2c(SCC(=O)N/N=C/c3ccc(C)o3)nc3ccccc32)cc1	2	-1.0	4	0	108	106	0	3	-4
Cc1ccccc1NC(=S)NCCC(c1ccccc1)c1ccccc1	17	-3.2	8	9	103	95	5	2	-10
CC(=O)Nc1cccc(NC(=O)CSc2nc(=O)n(Cc3ccccn3)c3c2CCC3)c1	-6	2.6	11	2	95	109	7	0	0
COC(=O)Cn1c(=NC(=O)c2ccc(S(=O)(=O)N3CCc4ccccc4C3)cc2)sc2cc(OC)ccc21	17	0.2	-2	2	107	87	4	0	-4
CCOC(=O)C1(CCCc2ccccc2)CCN(C(=O)[C@@H]2C[C@@H](C)NC(=S)N2)CC1	-1	2.7	9	9	91	.	0	3	-5
Cc1oc2ccc(NS(=O)(=O)c3ccc(F)cc3)cc2c1C(=O)O	-3	0.8	0	7	88	96	5	0	0
O=C1CSC(=S)N1c1ccc(F)cc1	-10	1.5	-7	7	107	108	-7	0	-10
O=C(Nc1ccc(F)c(Cl)c1)C1CC(=O)N(Cc2ccccc2)C1 (centres undefined)	11	-4.9	3	-1	99	101	4	4	2
CN(C1CCCCC1)S(=O)(=O)Cc1ccccc1	2	1.6	11	14	?	?	7	0	1
CC(=O)c1ccc(NC(=O)C[n+]2ccccc2)cc1	3	-2.4	8	-6	101	100	-1	0	-6
COC(=O)c1nn(-c2ccccc2)c(=O)cc1O	-5	-2.2	0	5	.	104	0	0	3
C/C(=N\NC(=O)c1cc(C)nc2ccc(C)cc12)c1ccncc1	-1	0.8	.	.	81[may fluoresce red]	?	.	0	.
O=C(N1CCN(c2ccccc2)CC1)C12CC3CC(CC(C3)C1)C2	0	-1.4	15	3	95	94	1	1	-2
O=C(O)CCC(=O)Nc1ccc(Br)cc1C(=O)c1ccc(Cl)cc1	3	1.0	-2	3	103	100	-1	0	1
Cc1ccc(N2C(=O)C3C4C=CC(CC4)C3C2=O)cc1[N+](=O)[O-] (centres undefined)	1	1.1	1	-4	108	104	-6	2	-1
COc1ccc(NC(=S)Nc2ccc3cn[nH]c3c2)cc1	-4	1.6	5	12	105	106	7	0	-1
CC(CCc1ccc(O)cc1)N1CCC(Oc2ccc(C(=O)N3CCCC3)cc2)CC1 (centres undefined)	29	0.5	.	.	91	90	.	0	.
Cc1cc(NC(=O)c2ccc(Cl)c([N+](=O)[O-])c2)no1	22	0.1	2	0	103	120	2	0	1
CCCCNC(=O)C1Cc2cc(S(=O)(=O)N3CCCCC3)ccc2N1C(C)=O (centres undefined)	6	-0.5	0	3	102	107	3	1	1
CC(C)(C)c1ccc(CNc2cc(N3CCOCC3)ccc2[N+](=O)[O-])cc1	4	-6.4	7	0	104	104	6	1	0
N/C(CSc1ncccc1C(F)(F)F)=N\O	5	.	3	-3	96	95	2	0	1
CCOC(=O)N1CCC(n2c(=S)[nH]c3cc(OC)c(OC)cc3c2=O)CC1	6	0.4	5	-1	94	97	-4	0	-2
C=CCNC(=S)N1CCN(CCN=CC2=C(O)CC(c3ccco3)CC2=O)CC1 (centres undefined)	2	-0.1	3	8	93	99	2	0	2

Some of these compounds in order of molar mass, high to low:
SMILES	VLA-4 inh	MEX-5 binding	GLD-1 TGE inh	MCL1-BIM inh	CIT2 TOR yeast	AGP1 TOR yeast	Bcl-xL primary	GRK2 inh	Fam108B inh
CCOC(=O)C1(CCCc2ccccc2)CCN(C(=O)[C@@H]2C[C@@H](C)NC(=S)N2)CC1	-1	2.7	9	9	91	.	0	3	-5
CC(C)(C)c1ccc(CNc2cc(N3CCOCC3)ccc2[N+](=O)[O-])cc1	4	-6.4	7	0	104	104	6	1	0
Cc1cc(NC(=O)c2ccc(Cl)c([N+](=O)[O-])c2)no1	22	0.1	2	0	103	120	2	0	1

More compounds follow.
SMILES	VLA-4 inh	MEX-5 binding	GLD-1 TGE inh	MCL1-BIM inh	CIT2 TOR yeast	AGP1 TOR yeast	Bcl-xL primary	GRK2 inh	Fam108B inh
COCCCn1c(=O)/c(=C\c2ccc(OC(F)F)c(OC)c2)s/c1=C(/C#N)C(N)=O	3	-2.2	-3	-3	95	101	1	0	2
O=C(NCc1ccccc1)NC(=O)c1ccccc1	11	0.8	-7	-2	85	90	-3	0	0
Cc1ccc(C)c(OCCC(=O)Nc2cccc(S(=O)(=O)NC3=NCCCCC3)c2)c1	5	.	5	-2	94	96	-3	1	.
Nc1cc(OC(=O)c2ccc(F)cc2)nn1S(=O)(=O)c1ccc(F)cc1	2	2.4	-2	1	91	102	3	0	4
Nc1ccccc1OCCOCCOCCOc1ccccc1N	-1	-0.5	3	8	106	108	10	2	2
CC(NS(=O)(=O)c1ccc(OCC(=O)NCc2cccnc2)cc1)c1ccccc1 (centres undefined)	8	0.4	11	-1	99	102	3	1	0
S=C1NC[C@H](c2ccccc2)N1CC1CCCCC1	32	1.6	-2	-1	105	93	2	0	0
COc1ccc(C(C(=O)NC2CCCC2)N(Cc2ccccc2)C(=O)CNC(=O)c2ccco2)cc1 (centres undefined)	-2	2.0	6	2	107	105	7	3	2
COc1cccc(/C=C/C(=O)OC(C)C(=O)Nc2c(C)n(C)n(-c3ccccc3)c2=O)c1 (centres undefined)	-8	0.0	7	-6	98	103	-17	0	-1
O=C(OCc1c(Cl)cccc1Cl)c1cccnc1	3	-1.2	2	0	92	102	2	0	2
COc1ccc(S(=O)(=O)N2CN3CCN(C3)C2)cc1OC	19	2.0	1	-1	103	94	1	1	-2
Cc1cccc(-c2nsc(SCC(=O)Nc3ccc4c(c3)OCO4)n2)c1	3	1.1	1	0	106	99	1	2	0
Cc1ccc(C(OCC(O)CNC(C)c2ccccc2)c2ccccc2)cc1 (centres undefined)	-13	2.4	9	6	109	105	4	0	1
c1ccc2c(c1)Oc1ccccc1S2	14	.	9	-2	87	94	0	1	.
O=C(/C=C/c1cccc([N+](=O)[O-])c1)OCC(=O)N1CCN(C(=O)c2ccco2)CC1	-8	.	-2	.	113	106	.	0	.
COc1ccc2nc(N/C(N)=N/C(=S)Nc3cccc(C)c3)nc(C)c2c1	-11	0.5	-2	9	102	98	9	0	-11
O=C(/C=C/c1ccc(Cl)cc1)NC(=S)Nc1ccccc1C(=O)O	-2	0.1	7	4	102	94	-4	9	0
COc1ccc(/C=N\NC(=O)COc2ccccc2)c(C(=O)O)c1OC	-7	2.3	4	0	101	99	1	1	-1
CCn1ncc(Cl)c1C(=O)NC(C)c1ccccc1 (centres undefined)	10	0.7	1	-6	98	103	-1	0	1
Cc1ccccc1NC(=O)CSCCN1C(=O)c2ccccc2C1=O	16	1.1	1	-8	103	95	1	0	1
O=C1C2C3C=CC(C3)C2C(=O)N1c1n[nH]c(CCc2ccccc2)n1 (centres undefined)	12	-1.7	0	-1	96	101	0	0	2
CCOC(=O)CSc1ccc2nnc(-c3cccs3)n2n1	51*	2.7	-2	4	91	91	7	1	2
O=C(NCC(c1cccs1)N1CCOCC1)c1cc(=O)[nH]c2ccccc12 (centres undefined)	1	1.6	1	-5	104	108	-4	2	-1
CC1(C)C2CC=C(/C=N/NC(=O)c3ccccc3Br)C1C2 (centres undefined)	0	1.6	-5	7	95	101	4	0	1
CNC(=O)C(=O)Nc1c(O)c2ccccc2[nH]c1=O	3	0.7	-4	-5	86	98	-2	3	0
CC1(C)CC(N2CCC(=O)NC2=S)CC(C)(C)N1	-1	2.6	5	5	112	110	1	0	-2
COc1ccccc1N(C(=O)CNC(=O)c1ccco1)C(C(=O)NCC1CCCO1)c1ccccc1 (centres undefined)	7	1.3	1	-5	101	86	2	0	-1
COc1ccc(N2CCN(C(=O)[C@H](C)N3C(=O)C4CC=CCC4C3=O)CC2)cc1 (some centres undefined)	4	.	-1	.	106	106	.	19	.
Cc1ccc(N2CC(=O)N(NC(=O)Nc3ccc(Cl)c(Cl)c3)CC2=O)cc1	16	-0.3	-4	-2	109	108	1	0	0
O=C(NC(NNc1ccc([N+](=O)[O-])cc1)(C(F)(F)F)C(F)(F)F)c1ccc(F)cc1	3	2.0	4	4	99	99	3	0	2
Cc1cc(C)c2c(c1)SC1=NC(c3ccccc3)(C(F)(F)F)NC(=O)N12 (centres undefined)	-2	0.1	4	3	?	?	0	0	-2
O=c1[nH][nH]cc1C=Nc1ccc(Cl)cc1Cl	8	-6.7	2	2	98	100	2	0	-1
CC(C)=CC(=O)Nc1ccc(S(=O)(=O)Nc2onc(C)c2C)cc1	2	3.1	2	3	96	95	5	0	-1

In the list so far, eight have a Cl atom:
SMILES	VLA-4 inh	MEX-5 binding	GLD-1 TGE inh	MCL1-BIM inh	CIT2 TOR yeast	AGP1 TOR yeast	Bcl-xL primary	GRK2 inh	Fam108B inh
O=C(Nc1ccc(F)c(Cl)c1)C1CC(=O)N(Cc2ccccc2)C1 (centres undefined)	11	-4.9	3	-1	99	101	4	4	2
O=C(O)CCC(=O)Nc1ccc(Br)cc1C(=O)c1ccc(Cl)cc1	3	1.0	-2	3	103	100	-1	0	1
Cc1cc(NC(=O)c2ccc(Cl)c([N+](=O)[O-])c2)no1	22	0.1	2	0	103	120	2	0	1
O=C(OCc1c(Cl)cccc1Cl)c1cccnc1	3	-1.2	2	0	92	102	2	0	2
O=C(/C=C/c1ccc(Cl)cc1)NC(=S)Nc1ccccc1C(=O)O	-2	0.1	7	4	102	94	-4	9	0
CCn1ncc(Cl)c1C(=O)NC(C)c1ccccc1 (centres undefined)	10	0.7	1	-6	98	103	-1	0	1
Cc1ccc(N2CC(=O)N(NC(=O)Nc3ccc(Cl)c(Cl)c3)CC2=O)cc1	16	-0.3	-4	-2	109	108	1	0	0
O=c1[nH][nH]cc1C=Nc1ccc(Cl)cc1Cl	8	-6.7	2	2	98	100	2	0	-1
